Screening data: PubChem BioAssay, Vanderbilt High Throughput Screening Facility
Cav3 T inh = blocks human Cav3.2 T-type calcium channel. O95180. Cav3.2-expressing cells, Fluo-4 calcium fluorescence FDSS; stronger effect = lower value. B-score at 10 µM. 4% of 100,000 active;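 active means single-dose well whose peak fluorescence ratio is a statistical outlier from its plate by either plate-standardised score or position-corrected B-score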
Target sequence (O95180 whole entry, looked up): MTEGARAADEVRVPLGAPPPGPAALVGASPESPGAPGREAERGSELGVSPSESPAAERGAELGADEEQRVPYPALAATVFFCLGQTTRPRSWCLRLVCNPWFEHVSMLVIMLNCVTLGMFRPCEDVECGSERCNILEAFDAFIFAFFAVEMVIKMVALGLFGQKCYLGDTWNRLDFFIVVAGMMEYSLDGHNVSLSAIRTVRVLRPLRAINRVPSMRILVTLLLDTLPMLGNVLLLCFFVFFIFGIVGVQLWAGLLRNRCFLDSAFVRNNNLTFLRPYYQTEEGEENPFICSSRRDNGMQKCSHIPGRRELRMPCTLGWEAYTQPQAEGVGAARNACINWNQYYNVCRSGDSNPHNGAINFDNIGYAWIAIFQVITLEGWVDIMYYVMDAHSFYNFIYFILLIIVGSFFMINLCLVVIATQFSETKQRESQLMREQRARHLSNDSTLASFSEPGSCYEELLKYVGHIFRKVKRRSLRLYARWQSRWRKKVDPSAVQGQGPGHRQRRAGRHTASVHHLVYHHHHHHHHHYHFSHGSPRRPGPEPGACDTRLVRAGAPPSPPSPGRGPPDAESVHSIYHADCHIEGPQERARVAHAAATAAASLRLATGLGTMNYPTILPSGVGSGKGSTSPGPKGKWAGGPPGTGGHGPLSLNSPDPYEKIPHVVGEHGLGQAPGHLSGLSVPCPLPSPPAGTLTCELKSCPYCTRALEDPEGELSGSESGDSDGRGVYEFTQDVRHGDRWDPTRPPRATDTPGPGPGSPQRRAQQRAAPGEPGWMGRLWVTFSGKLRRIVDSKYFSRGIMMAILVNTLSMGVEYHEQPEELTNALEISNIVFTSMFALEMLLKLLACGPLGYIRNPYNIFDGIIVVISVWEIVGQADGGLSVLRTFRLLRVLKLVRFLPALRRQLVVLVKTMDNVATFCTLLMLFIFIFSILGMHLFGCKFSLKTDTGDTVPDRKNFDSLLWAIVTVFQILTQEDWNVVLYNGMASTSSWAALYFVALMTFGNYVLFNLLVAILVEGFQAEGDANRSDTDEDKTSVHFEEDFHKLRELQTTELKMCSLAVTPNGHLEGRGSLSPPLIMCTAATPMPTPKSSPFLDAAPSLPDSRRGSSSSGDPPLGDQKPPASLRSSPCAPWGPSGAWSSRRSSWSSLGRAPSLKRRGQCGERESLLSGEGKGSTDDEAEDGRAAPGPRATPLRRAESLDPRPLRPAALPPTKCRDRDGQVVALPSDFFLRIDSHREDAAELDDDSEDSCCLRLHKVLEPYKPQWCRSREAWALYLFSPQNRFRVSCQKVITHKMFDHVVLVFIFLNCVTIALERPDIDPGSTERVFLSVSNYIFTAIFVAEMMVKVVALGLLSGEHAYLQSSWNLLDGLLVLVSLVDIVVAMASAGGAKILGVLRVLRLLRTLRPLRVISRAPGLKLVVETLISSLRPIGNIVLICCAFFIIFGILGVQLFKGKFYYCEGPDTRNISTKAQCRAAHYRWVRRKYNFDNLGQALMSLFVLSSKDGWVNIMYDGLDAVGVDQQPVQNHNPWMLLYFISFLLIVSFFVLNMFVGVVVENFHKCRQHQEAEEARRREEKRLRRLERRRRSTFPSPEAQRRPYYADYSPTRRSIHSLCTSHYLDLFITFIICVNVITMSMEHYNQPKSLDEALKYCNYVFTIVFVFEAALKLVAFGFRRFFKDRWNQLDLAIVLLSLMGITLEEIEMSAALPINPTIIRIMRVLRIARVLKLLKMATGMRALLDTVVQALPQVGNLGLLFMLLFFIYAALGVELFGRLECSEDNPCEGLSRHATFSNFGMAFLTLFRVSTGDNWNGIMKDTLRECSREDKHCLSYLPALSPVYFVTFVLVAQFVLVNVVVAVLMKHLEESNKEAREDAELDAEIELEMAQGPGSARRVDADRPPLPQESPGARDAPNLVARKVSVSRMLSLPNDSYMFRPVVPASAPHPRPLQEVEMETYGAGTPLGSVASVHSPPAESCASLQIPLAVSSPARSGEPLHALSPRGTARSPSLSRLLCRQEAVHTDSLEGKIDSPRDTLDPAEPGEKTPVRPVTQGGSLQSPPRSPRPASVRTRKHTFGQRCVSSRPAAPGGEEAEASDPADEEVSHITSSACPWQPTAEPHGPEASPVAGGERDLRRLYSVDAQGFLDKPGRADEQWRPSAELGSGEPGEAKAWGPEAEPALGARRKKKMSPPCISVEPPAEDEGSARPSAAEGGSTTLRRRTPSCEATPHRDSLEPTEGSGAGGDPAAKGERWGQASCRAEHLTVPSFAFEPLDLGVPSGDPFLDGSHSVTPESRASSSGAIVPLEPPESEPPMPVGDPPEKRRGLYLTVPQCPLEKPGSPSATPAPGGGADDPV
* marks the source's active call; other numbers are inactive results. Not all compounds are listed; count on the stated rates, not on these rows.

Cav3 T inh,SMILES
-4.21*,Cc1ccc(C(O)P(=O)(OC2CCCCC2)OC2CCCCC2)cc1 (stereo not given)
1.05,CCN(CC)S(=O)(=O)c1ccc(-c2nnc(SCC(=O)Nc3ccc(OC)c(OC)c3)o2)cc1
1.5,COC(=O)c1ccc(C(=O)OC)c(NC(=O)COC(=O)C23CC4CC(CC(O)(C4)C2)C3)c1
-0.289,CSC(=NNC(=O)c1ccccc1O)SC
-3.75*,CC(C)(C)C(=O)COC(=O)CNC(=O)c1ccc(Oc2ccccc2)cc1
0.913,COc1ccc(C(=O)n2cnnc2N)cc1
-3.48,COc1ccc(NC(=O)C2CC(=O)OC2(C)C)cc1 (stereo not given)
-2.32,CSc1cccc(NC(=O)CN(C)S(=O)(=O)c2ccccc2)c1
0.811,CC(C)(C)NC(=O)CN(C(=O)C1(C)CC(=O)N=C2C=CC=CN21)C1CCCC1 (stereo not given)
-1.26,O=C(COC(=O)C1CCCO1)Nc1cccc(C(F)(F)F)c1 (stereo not given)
-5*,CC(C)C1O/C(=N/C(=O)Nc2ccc(Cl)c(Cl)c2)NC1=O (stereo not given)
-0.162,CC(=O)NCCc1ccc(S(=O)(=O)N(C)C2CCS(=O)(=O)C2)cc1 (stereo not given)
1.19,O=C(CN1C(=O)C2C3C=CC(C3)C2C1=O)NCc1ccccc1 (stereo not given)
0.754,Cc1c(C#N)c(SCC(N)=O)nc2c1CCCC2
0.251,CCOC(=O)C(NC(C)=O)(OCc1ccc(F)cc1)C(F)(F)F (stereo not given)
0.267,COc1ccc2occ(NC(C)=O)c2c1
-0.612,CCOc1ccc(N(CC(=O)NCc2ccc(F)cc2)S(=O)(=O)c2c(C)noc2C)cc1
-0.0779,CCN1CCN(c2nc(C)nc3c2sc(=S)n3C)CC1
-0.0775,CC(CC(=O)O)CC(=O)Nc1ccc(S(N)(=O)=O)cc1 (stereo not given)
1.74,COc1cc(-c2nc(S(=O)(=O)c3ccccc3)c(N3CCOCC3)o2)cc(OC)c1OC
-0.0198,COc1ccccc1NC(=O)c1sc2ncn(Cc3ccccc3C)c(=O)c2c1C
0.176,CC(=O)c1c(C)[nH]c(C(=O)CSc2nnc(-c3ccccc3)o2)c1C
0.27,Cc1nn(CC(=O)NCc2cccnc2)c(=O)c2ccccc12
0.515,CC1(C)N=C(c2ccc(Cl)cc2)C(=O)N1
0.643,O=C(O)CCC(=O)N1N=C(c2cccs2)CC1c1cn(-c2ccccc2)nc1-c1ccccc1 (stereo not given)
-1.62,COc1cc(S(=O)(=O)N2CCN(c3ccccc3F)CC2)ccc1Cl
-2.87,CC(C)n1c(NCc2c[nH]c3ccccc23)nc2ccccc21
0.117,Nc1nnc(SCC(=O)NC2CCCCC2)s1
0.85,CC1S/C(=C(\C#N)C(=O)NCc2ccco2)N(c2ccc(F)cc2)C1=O (stereo not given)
0.931,Cc1cc(NC(=O)Cc2c(F)cccc2Cl)no1
0.697,COc1ccc(C2C(C#N)=C(N)OC3=C2C(=O)CCC3)cc1Cn1nc(C)c([N+](=O)[O-])c1C (stereo not given)
-2.79,O=C(CN1CCN(c2ccccn2)CC1)Nc1ccc(Oc2ccccc2)cc1
-0.033,COc1ccccc1CNc1cc(C)ccc1C
1.48,O=C(O)CSc1nnc(C2COc3ccccc3O2)n1-c1ccccc1 (stereo not given)
-0.315,O=C(CSc1nc(-c2ccco2)cc(C(F)(F)F)n1)NC1CCCCCCC1
0.0588,CCn1c(=O)cc(OCC(=O)O)c2ccccc21
-0.651,c1csc(C2C3=C(Nc4ncnn42)c2ccccc2OC3)c1 (stereo not given)
0.00443,CCOC(=O)c1oc2ccc(S(=O)(=O)N3CCC(C)CC3)cc2c1C
0.0315,O=S1(=O)CCC(SCc2nc3sccn3c2Br)C1 (stereo not given)
-1.29,CC1CCN(CC(=O)Nc2ccccc2-c2ccccc2)CC1
0.378,CCN(CC)S(=O)(=O)c1ccc(NC2=NS(=O)(=O)c3ccccc32)cc1
0.405,CCOC(=O)c1c(NC(=O)CN2CCOCC2)sc(C(=O)NC)c1C
0.263,Cc1cc(S(=O)(=O)NCc2ccc(S(N)(=O)=O)cc2)c(C)s1
-4.7*,O=S(=O)(Nc1nc2ccccc2nc1N1CCN(c2ccccn2)CC1)c1ccc(Cl)cc1
-0.0416,COc1ccc(NC(=O)CSc2nnc(C(C)C)n2N)cc1
1.07,Cn1cccc1/C=N/NC(=O)c1cccnc1
-1.23,Cc1cc(C)nc(SCc2nc(N)nc(-c3ccccc3O)n2)n1
-0.00437,COC(=O)c1ccc2c(=O)n(NC(C)=O)c(=S)[nH]c2c1
-0.0967,CCCN1C2CCCC1CC(NC(=O)c1ccccc1F)C2 (stereo not given)
0.913,CCOc1ccc(NC(=O)N[C@@H](CCSC)C(=O)OC)cc1
-1.18,O=C(CSc1ncc(-c2ccccc2)[nH]1)Nc1ccccc1
0.47,CCOCCn1c(CN2CCN(c3ccc(F)cc3)CC2)nc2c1c(=O)n(C)c(=O)n2C
0.186,CCCc1cc(=O)n2[nH]c(-c3ccc(C)cc3)cc2n1
0.817,O=C(c1ccccc1)N(Cc1ccc(F)cc1)C1CCS(=O)(=O)C1 (stereo not given)
0.817,CNS(=O)(=O)c1cc(C(=O)NCc2ccco2)ccc1Cl
0.394,CCCC(=O)N(c1ccc(OCC)cc1)C1C=CS(=O)(=O)C1 (stereo not given)
0.609,CCc1ccccc1-n1c(SCC(=O)Nc2ccc3c(c2)OCCO3)nc2[nH]ncc2c1=O
0.209,COCCNC(=O)C1CCN(S(=O)(=O)N2CCC3(CC2)OCCO3)CC1
-1.79,COc1cccc(-c2nnc3n2N=C(c2cc(OC)ccc2OC)CS3)c1
-1.23,OCCn1c(SCCOc2ccccc2F)nc2ccccc21

Some of these compounds in order of the Cav3 T inh value, ascending.
| smiles | Cav3 T inh |
| --- | --- |
| OCCn1c(SCCOc2ccccc2F)nc2ccccc21 | -1.23 |
| O=C(CSc1ncc(-c2ccccc2)[nH]1)Nc1ccccc1 | -1.18 |
| CCCc1cc(=O)n2[nH]c(-c3ccc(C)cc3)cc2n1 | 0.186 |
| CCCC(=O)N(c1ccc(OCC)cc1)C1C=CS(=O)(=O)C1 (stereo not given) | 0.394 |
| CCOCCn1c(CN2CCN(c3ccc(F)cc3)CC2)nc2c1c(=O)n(C)c(=O)n2C | 0.47 |

(listing goes on)
Cav3 T inh,SMILES
-0.000445,C=CCNC(=O)c1onc(CSc2ccc(Cl)cc2)c1C(=O)O
-8.09*,COc1ccc(NC(=O)CSc2nnc(Cc3cccn3C)n2-c2ccc(OC)cc2)cc1
0.408,CC(C)OC(=O)CC12CN3CN(C1)CC(CC(=O)OC(C)C)(C3)C2=O
0.398,CN1CCN2c3ccccc3Cc3ccccc3C2C1 (stereo not given)
-0.583,O=C(CN1C(=O)COc2ccccc21)N(Cc1ccccc1)Cc1ccccn1
-1.3,CCCNC(=O)N1C2=NC(C(=O)OC)=C(C(=O)OC)[C@@H]3N(Cc4ccccc4)c4ccccc4[C@]23C[C@H]1CO
-0.628,Brc1ccc(-c2nnc3sc(CN4CCC5(CC4)OCCO5)cn23)cc1
0.541,COc1ccc(N2CC(O)=C(c3n(C)c4ccccc4[n+]3C)C2=N)cc1
0.615,C=CCn1c(SCC(=O)NCCc2ccccc2)nnc1C(C)NC(=O)c1cccs1 (stereo not given)
1.13,COc1ccc(-c2cc(C(F)(F)F)nc(SCC(=O)NCCN3CCOCC3)n2)cc1OC
-0.23,COC(=O)c1[nH]c2cc(OC)ccc2c1NC(=O)CCN1CCN(c2cccc(C)c2C)CC1
-1.81,COc1ccccc1N1CCN(C2CCN(S(=O)(=O)c3ccc4ccccc4c3)CC2)CC1
-7.81*,O=C(c1sc2ccccc2c1Cl)N(Cc1cccs1)C1CCS(=O)(=O)C1 (stereo not given)
0.551,COc1nn(CC(=O)N2N=C(C(F)F)CC2(O)C(F)F)cc1[N+](=O)[O-] (stereo not given)
0.781,CCn1c(SCC(=O)N2CCOCC2)nc2oc3c(Cl)cc(Cl)cc3c(=O)c2c1=O
0.465,CN(Cc1ccccc1)C(=O)NC1CCCCC1
-0.242,Cc1ccc(CNCC2CCCO2)o1 (stereo not given)
0.691,C[C@H](O)CC1=C[C@H](O)[C@@H](C)OC1=O
0.882,OC1CN=C2CCCc3c2n(c2ccc(Cl)cc32)C1 (stereo not given)
1.69,NCCOc1ccccc1-c1ccccc1
0.3,CCCC(c1nnnn1Cc1ccc(OC)cc1)N1CCC(C(N)=O)CC1 (stereo not given)
0.324,COC(=O)c1ccc(C(=O)OC)c(NC2=NS(=O)(=O)c3ccccc32)c1
1.3,CCN(CC)C(=O)c1ccc(S(=O)(=O)NCc2cccnc2)cc1
1.21,CC(C)(C)c1nc(CN2CCCCC2)cc(CN2CCCCC2)c1O
-2.26,Clc1ccc(CSc2cc3c(nn2)-c2ccccc2CC3)cc1
-1.75,O=S(=O)(c1cccc2nsnc12)N1CCc2ccccc21
0.858,CC(C)OCCCNC(=O)Cn1ncc2c(=O)oc3ccccc3c21
0.0234,CCCC(=O)NC(=S)Nc1ccccc1OC
-2.64,O=c1ccc(NS(=O)(=O)c2ccccc2)cn1Cc1ccc(Cl)c(Cl)c1
0.59,COc1cccc(NC(=O)c2cc(C(=O)Nc3cccc(OC)c3)n(C)n2)c1

6 structures out of the list, sorted by molecular weight, lowest first.
Cav3 T inh,SMILES
0.691,C[C@H](O)CC1=C[C@H](O)[C@@H](C)OC1=O
-1.75,O=S(=O)(c1cccc2nsnc12)N1CCc2ccccc21
-2.26,Clc1ccc(CSc2cc3c(nn2)-c2ccccc2CC3)cc1
0.858,CC(C)OCCCNC(=O)Cn1ncc2c(=O)oc3ccccc3c21
0.324,COC(=O)c1ccc(C(=O)OC)c(NC2=NS(=O)(=O)c3ccccc32)c1
-2.64,O=c1ccc(NS(=O)(=O)c2ccccc2)cn1Cc1ccc(Cl)c(Cl)c1

Molecules listed so far with a COOH group, in the order listed:
Cav3 T inh,SMILES
-0.0775,CC(CC(=O)O)CC(=O)Nc1ccc(S(N)(=O)=O)cc1 (stereo not given)
0.643,O=C(O)CCC(=O)N1N=C(c2cccs2)CC1c1cn(-c2ccccc2)nc1-c1ccccc1 (stereo not given)
1.48,O=C(O)CSc1nnc(C2COc3ccccc3O2)n1-c1ccccc1 (stereo not given)
0.0588,CCn1c(=O)cc(OCC(=O)O)c2ccccc21
-0.000445,C=CCNC(=O)c1onc(CSc2ccc(Cl)cc2)c1C(=O)O

(list continues)
Cav3 T inh,SMILES
0.72,COc1ccc(C2CC(=O)C(C=NCCN3CCNCC3)=C(O)C2)cc1OC (stereo not given)
0.0849,CCCP(=O)(CC(=O)N(CC)CC)c1ccccc1 (stereo not given)
0.369,Cc1ccc(-c2csc(NC(=O)Cn3cnc4c3c(=O)n(C)c(=O)n4C)n2)cc1C
1.47,CCCCC(=O)Nc1sc(C(=O)N(CC)CC)c(C)c1C(=O)OC
-1.34,O=C(NCCC1=CCCCC1)C1CCCN(c2nc3ccccc3o2)C1 (stereo not given)
0.417,O=C1CC(c2ccc(Cl)cc2)CC(O)=C1C=NCCN1CCNCC1 (stereo not given)
-0.933,Cc1cc2cc(CNC(=O)Nc3ccc(Cl)c(Cl)c3)ccc2n1C
-0.0663,COc1ccc(NC(=O)C(=O)NNC(=O)c2cccs2)c(OC)c1
-0.473,Cc1ccsc1C1NC(=O)c2c(sc3c2CCCC3)N1 (stereo not given)
-1.16,CCN(CC)C(=S)Sc1c(-c2ccccc2)c2cc(Cl)ccc2[nH]c1=O
-2.39,COC(=O)c1c(C)nc2ccccc2c1-c1ccccc1
-0.355,COc1ccc2ccccc2c1/C=N\n1c(C)cc(C)c(C(N)=O)c1=O
0.472,Cc1cc(C)nc(NC(=O)C(C)C)n1
0.837,Cc1snc(SCC(=O)N/N=C(\N)COc2cccc(C(F)(F)F)c2)c1C#N
-0.7,CCOC(=O)C1CCN(c2c([N+](=O)[O-])c(C(Cl)Cl)nn2-c2ccccc2)CC1
-0.555,Cc1ccc(OC(=O)Cn2c(C(F)(F)F)nc3ccccc32)cc1
0.519,O=C1CC2(CCCC2)CC(=O)N1CCCCN1CCN(c2ncccn2)CC1
2.77,COCCCn1cc(C(=O)c2cc(OC)ccc2OCC(=O)Nc2cc(C)on2)cc(C#N)c1=O
0.253,O=C(COc1ncnc2ccccc12)N1CCOCC1
0.326,Cc1nc2nc(C)c(CCC(=O)NCc3ccc4c(c3)OCO4)c(C)n2n1
0.506,Cc1ccc2cc(CCNC(=O)C3CCCC3)c(=O)[nH]c2c1
-1.1,COc1ccc(C2CC(=O)c3cnc(Nc4cc(C)cc(C)c4)nc3C2)cc1 (stereo not given)
-0.191,Cc1ccc2[nH]cc(C(=O)NCc3cccs3)c(=O)c2c1
0.282,CC1=C(N2CCN(c3ncccn3)CC2)CCC1=O
-0.666,Cc1ccccc1-n1ncc2c(SCC(=O)N3c4ccccc4CC3C)ncnc21 (stereo not given)
1.3,FC(F)(F)c1cc(-c2ccco2)nc(N2CCN(Cc3ccccc3)CC2)n1
-0.253,O=c1c2ccccc2sc2ccc(C#CC3(O)CCCCC3)cc12
0.436,CCOC(=O)CSc1nc(C)cc(=O)[nH]1
-0.278,O=C1NC2(CCOc3ccccc32)C(=O)N1CC(=O)N(Cc1ccccc1)C1CCS(=O)(=O)C1 (stereo not given)
0.102,CCOC(=O)CN(C(=O)CSc1nnc2c(n1)[nH]c1ccccc12)c1ccccc1
0.055,CCOc1ccc(C(=S)N2CCOCC2)cc1OCC
-0.0907,Cc1ccc(-c2noc(CCCC(=O)N3CCOCC3)n2)cc1
-0.987,Cc1ccc(N2CCN(C(=O)c3ccccc3)CC2)c(C)c1
0.138,O=c1c2c(n3cnnc3n1-c1ccccc1)-c1ccccc1CC21CCCCC1
0.0202,CCOC(=O)C1CCN(C(=O)COc2ccc(Br)cc2)CC1
-0.0172,COc1cc(C(=O)N/N=C\c2ccccc2)c([N+](=O)[O-])c(OC)c1OC
-4.01,O=C(CSCc1ccccc1)N1CCN(c2cccc(C(F)(F)F)c2)CC1
-0.515,O=C(NCc1ccco1)C1CCCN(S(=O)(=O)c2ccccc2)C1 (stereo not given)
0.222,CCN(CC)C(=O)c1c(NC(=O)c2ccccc2)sc(C)c1C

Quoted from the listing:
Value of CCOc1ccc(C(=S)N2CCOCC2)cc1OCC in Cav3 T inh: 0.055
Value of O=c1c2c(n3cnnc3n1-c1ccccc1)-c1ccccc1CC21CCCCC1 in Cav3 T inh: 0.138
Value of Cc1ccc(-c2noc(CCCC(=O)N3CCOCC3)n2)cc1 in Cav3 T inh: -0.0907
